High-throughput results (PubChem)
RTF Ca sens inh – cardiac RTF calcium desensitization; P19429+P45379; IANBD-labeled cardiac RTF, Ca2+ fluorescence; inhibition, % at 7.15 µM; 340,000 compounds, 0.12% hits; AID 493244;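 active = inhibition above the mean inhibition of all tested compounds plus 3 SD, cut at about 17% in these data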;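 also: assay run at fixed EC70 calcium of 1.6 mM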
LANA DNA inh – inhibitors of KSHV LANA C-terminal domain DNA binding. MBP-C-LANA/FAM-LBS DNA binding, fluorescence polarization. inhibition, % at 9 µM. 340,000 compounds, 0.078% hits. AID 504423;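 active = highest replicate inhibition at or above 60% at 9 µM, even if other replicates fall short; inactive = all replicates below 60% inhibition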;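 also: 0% = neutral control wells and 100% = 4 µM acridine orange control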
OPRM1-OPRD1 ag – agonists of human mu-delta opioid receptor heterodimerization; 340,000 compounds, 0.3% hits; activation, % at 9.3 µM; P35372+P41143; cells, OPRM1-OPRD1 heterodimerization, luminescence; in the data active = activation above about 18%;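 also: 0% = vehicle-treated cells and 100% = reference agonist; values of inactives mirror those of a sister screen read the other way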
DSG3 Ab inh – inhibitors of pemphigus antibody binding to human desmoglein-3; P32926; DSG3-coupled beads, scFv-anti-DSG3-GFP binding, flow cytometry; hits give low values; binding (percent of control), % at 10 µM; 310,000 compounds, 0.48% hits;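 active = binding more than 3 SD below its plate's average and above zero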;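 also: hits lower antibody fragment binding to DSG3; some compounds called inactive have numbers as strong as hits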
Wnt act – activates Wnt/beta-catenin signaling in a reporter cell assay; activator, plate reader; activation, % at 9.35 µM; 300,000 compounds, 1.2% hits; in the data active = activation above about 30%, passing the limit was not always enough;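 also: 0% = neutral control wells and 100% = positive control wells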
OPRM1-OPRD1 inv – inverse agonist of human OPRM1-OPRD1 heterodimerization. cell-based MOR-DOR heterodimer luminescence, inverse agonism. inhibition, % at 9.3 µM. 340,000 compounds, 0.21% hits. P35372+P41143; in the data active = inhibition above about 22%, passing the limit was not always enough;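 also: 0% = cells with DMSO and 100% = wells without cells with DMSO; values of inactives mirror those of a sister screen read the other way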
RTF Ca sens act – cardiac RTF calcium sensitization. IANBD-labeled TnC RTF fluorescence at EC20 calcium; 0% EC20 calcium, 100% full calcium. activation, % at 7.2 µM. 340,000 compounds, 0.24% hits. AID 493008;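 active = activation above the mean over all tested compounds plus 3 SD, cut at about 30% in these data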;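 also: rise in fluorescence read as greater calcium sensitivity of cardiac thin filaments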
Keap1-Nrf2 PPI – inhibitors of human Keap1-Nrf2 protein-protein interaction; Q14145; Keap1 Kelch-Nrf2 peptide fluorescence polarization, 1536-well; inhibition, % at 9.4 µM; 340,000 compounds, 0.15% hits; AID 504523; in the data active = inhibition above about 12%;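 also: human Keap1 Kelch domain with fluorescein labeled Nrf2 9mer peptide probe; 0% = neutral control wells and 100% = peptide positive control; higher means more block of Keap1 binding to Nrf2 peptide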
Target sequence (Q14145 whole entry, looked up, the tested form may be a part): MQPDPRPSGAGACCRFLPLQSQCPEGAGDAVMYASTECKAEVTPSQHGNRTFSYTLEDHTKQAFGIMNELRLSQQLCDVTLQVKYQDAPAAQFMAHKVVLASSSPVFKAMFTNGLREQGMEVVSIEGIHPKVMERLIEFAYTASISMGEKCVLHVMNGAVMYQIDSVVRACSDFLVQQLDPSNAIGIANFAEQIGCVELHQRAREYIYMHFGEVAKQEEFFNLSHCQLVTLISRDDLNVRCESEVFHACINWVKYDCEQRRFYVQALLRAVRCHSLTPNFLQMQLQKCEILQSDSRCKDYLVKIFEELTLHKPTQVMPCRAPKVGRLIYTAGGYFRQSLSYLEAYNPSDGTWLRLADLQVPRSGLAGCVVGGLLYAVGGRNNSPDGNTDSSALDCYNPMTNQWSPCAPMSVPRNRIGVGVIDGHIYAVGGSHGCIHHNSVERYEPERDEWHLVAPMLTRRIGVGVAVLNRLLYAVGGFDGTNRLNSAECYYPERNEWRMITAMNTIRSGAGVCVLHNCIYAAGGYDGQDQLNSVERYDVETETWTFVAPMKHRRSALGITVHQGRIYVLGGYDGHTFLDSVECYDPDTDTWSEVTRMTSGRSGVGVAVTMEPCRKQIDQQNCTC
V-ATPase pHluor – yeast V-ATPase proton transport regulation by pHLuorin. S. cerevisiae, pHLuorin cytosolic pH fluorescence. response, % at 10 µM. 350,000 compounds, 0.37% hits. AID 504577; in the data active = response mostly above about 7.3%, no sharp cut-off; inactive = mostly below about 5.4%; also: actives read high; inactives centre near 0; some compounds called inactive have numbers as strong as hits; reference of the scale not given here
Arr AP2 block – inhibitors of human beta-arrestin and AP2 interaction | 340,000 compounds, 0.31% hits | inhibition, % at 10 µM | AID 504490 | FITC-arrestin peptide / GST-AP2 beads, flow cytometry; AP2 beta2 appendage carries R879A mutation;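 active = inhibition above a set limit, near 3 SD of compounds lacking own fluorescence, cut at about 54% in these data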;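 also: plate controls were DMSO wells for no effect and 5 µM unlabelled arrestin peptide for full effect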
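System: GST-tagged AP2 beta2-adaptin appendage (R879A) on 4 µm glutathione beads / Reagent: FITC-arrestin peptide, 50 nM / Detection: HyperCyt-sampled flow cytometry, FL1 channel, ex 488/em 535 nm / Timing: 12 min plus 1 h, RT / Buffer or medium: PBS plus Tween 20 (0.05%) and BSA (0.1%)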
* hit, by the source's call; x = not tested or not shown. Compounds as they come, and some 3.1% of all compounds hit somewhere here.

SMILES	RTF Ca sens inh	LANA DNA inh	OPRM1-OPRD1 ag	DSG3 Ab inh	Wnt act	OPRM1-OPRD1 inv	RTF Ca sens act	Keap1-Nrf2 PPI	V-ATPase pHluor	Arr AP2 block
COc1ccc(C(OC(=O)c2ccco2)C(=O)NC(C)(C)C)cc1 (stereo not drawn)	-3	1.9	-2.0	102	-1	11	2	-2	0	-8
CS(=O)(=O)N1CCN(C(=O)CCC2CCCC2)CC1	-1	0.2	-4.5	102	2	22	3	-2	2	1
O=C(Cc1ccccc1F)Nc1ccc(S(=O)(=O)N2CCCCC2)cc1	-3	0.1	0.8	109	-3	-4	8	-7	0	0
CCc1cccc(NC(=O)c2ccc3c(=O)n4c(nc3c2)CCCCC4)c1	1	-0.3	0.2	99	14	-1	-4	-1	3	3
CCN(CC)c1ccc(NC(=S)NCC2CCCO2)cc1 (stereo not drawn)	-7	-0.7	0.2	101	-2	-1	14	-4	3	-5
O=c1oc2ccc3ccccc3c2cc1-c1nnc(-c2ccccc2)o1	-7	1.1	-3.1	x	-1	13	-6	3	10	38
COc1cc(CO)ccc1OCc1nnnn1-c1ccc(C)cc1	6	0.4	-1.4	82	-5	9	-8	-1	0	25
COc1nc(/C(N)=N/O)nc(N2CCCCC2)n1	-8	-1.4	-0.6	101	-6	3	-3	-4	0	-1
COc1cc2c(cc1NC(=O)C(Cl)Cl)-c1ccc(NC(=O)C(Cl)Cl)cc1C2	0	2.2	-1.8	89	-3	8	-2	-4	-1	-3
C/C=C/c1ccc(OCCOc2ccc(C=O)cc2OC)c(OC)c1	-4	1.9	-1.6	100	-2	9	1	2	1	11
COc1cc(/C=C/C(=O)OCN2C(=O)c3ccccc3C2=O)ccc1OC(F)F	-5	-0.5	-1.2	105	1	5	6	2	6	3
COc1ccc(-c2nonc2NC(=O)c2oc3ccc(F)cc3c2C)cc1OC	-16	-0.6	0.3	92	-1	-2	-1	5	0	-24
Cc1c(C(=O)OCC(C)C)[nH]c2c1C(=O)CC(c1cccs1)C2 (stereo not drawn)	-7	-1.1	5.9	x	-22	-31	1	-5	1	9
CCCNc1nc2c(c(=O)[nH]c(=O)n2C)n1Cc1ccc(F)cc1	-4	0.0	0.2	104	-2	-1	-1	-3	2	1
Cn1c(SCC(=O)NCc2cccs2)nnc1-c1ccco1	-7	-1.9	-1.4	108	-1	8	-1	-2	0	6
CN(Cc1ccc(Cl)cc1Cl)C(=O)CNC(=O)c1ccco1	-1	-0.1	-3.4	101	0	18	7	0	-2	-6
c1ccc(-c2csc3ncn4cnnc4c23)cc1	1	0.1	-0.1	104	x	1	0	1	5	32
O=C(COC(=O)c1ccc(NC(=O)C2CC=CCC2C(=O)O)cc1)c1ccccc1 (stereo not drawn)	-10	0.0	-3.8	109	5	17	-3	1	-3	0
c1ccc(N=C(c2cccs2)N2CCOCC2)cc1	2	-0.8	-3.9	x	-2	17	2	-4	2	0
Cn1cc(S(=O)(=O)NCc2ccco2)c(=O)n(C)c1=O	-3	1.8	-1.0	101	2	6	3	-11	3	-2
COc1ccccc1-n1cnc2c(c1=O)c1nc3ccccc3nc1n2CCc1ccccc1	1	-3.2	-0.6	81	-1	4	-11	2	0	73*
CC(=O)Nc1cccc(NC(=O)Cc2nc(-c3ccccc3)sc2-c2ccc(C)cc2)c1	-7	2.5	-1.1	110	1	5	0	2	5	-23
Cc1c(C)n(CC(O)CN2CCCCC2)c2ccccc12 (stereo not drawn)	-2	-0.5	-2.8	x	1	15	8	0	-1	20
Fc1cccc(-c2ncc(-c3ccccc3)o2)c1	-1	-3.6	4.4	94	42*	-22	0	-3	4	-12
O=C(O)CCN1C(=O)c2ccc(NC(=O)Cc3ccc(Cl)cc3)cc2C1=O	-6	-3.2	-1.3	103	-4	6	8	-7	1	5
O=C(C1=C(O)C(=O)N(CC2CCCO2)C1c1ccccc1[N+](=O)[O-])c1ccco1 (stereo not drawn)	-3	0.4	-0.8	x	1	6	-5	-5	4	-7
NC(=O)Cn1cc(/C=N\NS(=O)(=O)c2cccc([N+](=O)[O-])c2)c2ccccc21	-3	0.7	-1.6	115	-2	5	-2	0	-5	25
S=C(NCCCN1CCOCC1)Nc1ccc(N2CCOCC2)cc1	-1	0.1	1.1	105	-2	-5	-4	-1	-1	6
CCCCn1c2nc3ccccc3nc2c2c(=N)oc(C)nc21	-11	-1.1	-1.2	121	0	6	1	0	2	4
O=C(CNC(=O)c1ccc(-c2ccccc2)cc1)OCc1ccc(Br)cc1	7	0.3	-2.0	97	6	10	-2	-1	1	6

More entries follow.
Molecule	RTF Ca sens inh	LANA DNA inh	OPRM1-OPRD1 ag	DSG3 Ab inh	Wnt act	OPRM1-OPRD1 inv	RTF Ca sens act	Keap1-Nrf2 PPI	V-ATPase pHluor	Arr AP2 block
O=C(COC(=O)c1ncc(Cl)c(Cl)c1Cl)NCc1ccccc1	9	0.3	-1.3	94	6	5	-2	-4	-2	38
Cc1cccc(OCC(=O)NCc2ccncc2)c1C	-6	-0.2	-1.4	97	-2	8	9	-3	-2	2
CC(C)OC(=O)/C(=C\c1ccccc1)NC(=O)c1ccccc1	-8	1.7	-2.5	101	-1	13	2	1	1	-12
Cc1cc(=O)[nH]c(SCC(=O)NCc2ccc3c(c2)OCO3)n1	9	-0.1	1.8	x	2	-14	8	-5	-5	-10
Cc1ccc(OCCN(C)C)c([N+](=O)[O-])c1	-6	-3.6	-1.2	99	x	7	9	1	-1	1
Cc1ccc(S(=O)(=O)N(C)C)cc1NC(=O)/C=C/c1cccs1	-1	-0.2	-0.7	104	x	4	13	-4	-1	-3
CCc1ccc(CN2CCN(C(=O)c3ccco3)CC2)cc1	-5	2.5	1.9	90	0	-8	4	-3	-2	8
Cc1ccccc1C(=O)Nc1cc(C(F)(F)F)ccc1-n1cncn1	-12	0.9	0.9	101	1	-4	2	-1	0	-3
O=[N+]([O-])c1cc(S(=O)(=O)Nc2ccccc2)ccc1N1CCN(c2ccccc2)CC1	-12	-1.8	6.5	97	-3	-39	4	5	0	16
CCOC(=O)N1CCN(c2nc(C)c3c(n2)CCCC3=O)CC1	2	-0.9	-1.2	x	17	6	-1	-1	5	7
NC(=O)N/N=C/c1c(F)cccc1F	-13	1.1	0.5	104	0	-2	2	-2	-5	11
O=S(=O)(NCc1csc(-c2cccs2)n1)c1cccc(C(F)(F)F)c1	-12	2.1	4.8	98	-1	-24	-2	1	1	22
O=S(=O)(c1ccccc1)[C@@]1(c2ccccc2)C[C@@H]2ON=C(c3cccc(Br)c3)[C@@H]2C1	-15	-0.6	-0.4	102	1	2	-1	-5	-4	-5
Cc1cc(C)c(S(=O)(=O)Nc2ccnc(-c3cccnc3)n2)c(C)c1	1	0.1	-2.2	108	0	13	-3	-5	-1	-4
CCCC1(c2ccccc2)NC(=O)N(CCN2C(=O)c3ccccc3C2=O)C1=O (stereo not drawn)	1	2.9	-2.4	106	x	13	-5	-2	-3	3
O=C1C(Cc2cccc([N+](=O)[O-])c2)S/C(=N/N=C/c2ccco2)N1c1ccccc1 (stereo not drawn)	-16	-3.0	0.2	104	x	-1	4	-2	-1	-3
CC(C)(C)Cc1nnc(NS(C)(=O)=O)s1	-2	1.3	0.0	102	x	0	7	-4	-4	10
C#CCOCCOCCOCCNc1nc(N2CCN(C(=O)[C@H](Cc3cc4ccccc4[nH]3)n3cc(C(N)CC(C)C)nn3)CC2)nc(N2CCN(C(=O)[C@H](CCC(=O)O)n3cc(C(N)[C@H](C)CC)nn3)CC2)n1 (stereo partly drawn)	-8	-0.2	-2.6	106	x	14	2	-11	3	-9
COc1ccc(C2=NN(C(=O)CSC3=NN4CCCC(=O)N=C4S3)C(c3cccc(OC)c3OC)C2)cc1 (stereo not drawn)	-4	1.6	-1.3	104	4	8	5	1	-5	0
CC1CC(C)CN(C(=O)COC(=O)c2ccc3ncsc3c2)C1 (stereo not drawn)	-7	4.3	0.4	106	0	-2	-4	-3	-2	2
CCOC(=O)[C@H]1[C@H]2COc3ccc(C)cc3[C@@H]2N2C(=O)c3ccccc3NC(=O)[C@@]12C	7	-0.2	-2.1	102	4	12	-3	-10	0	-3
CCCc1c(C(=O)Nc2ccc(F)cc2)cnn1-c1ccccc1	5	-0.4	1.0	101	13	-5	3	1	-2	-28
CCN(CC)C(CNS(=O)(=O)c1ccc(Cl)cc1)c1ccccc1 (stereo not drawn)	-4	-0.4	0.0	104	-2	0	-1	-5	0	16
C=CCOC(=O)C1=C(C)NC(C)=C(C(=O)OCC=C)C1/C=C/c1ccccc1	-4	0.3	1.3	97	-5	-8	3	-3	1	-2
O=C(COC(=O)C(c1ccccc1)c1ccccc1)NCc1ccco1	-1	1.2	-0.5	104	-3	4	-4	-2	-3	-2

Record cards, as listed above. Screens in order: RTF Ca sens inh	LANA DNA inh	OPRM1-OPRD1 ag	DSG3 Ab inh	Wnt act	OPRM1-OPRD1 inv	RTF Ca sens act	Keap1-Nrf2 PPI	V-ATPase pHluor	Arr AP2 block
`O=[N+]([O-])c1cc(S(=O)(=O)Nc2ccccc2)ccc1N1CCN(c2ccccc2)CC1` in the list: -12	-1.8	6.5	97	-3	-39	4	5	0	16
`COc1cc2c(cc1NC(=O)C(Cl)Cl)-c1ccc(NC(=O)C(Cl)Cl)cc1C2` in the list: 0	2.2	-1.8	89	-3	8	-2	-4	-1	-3
`COc1ccc(-c2nonc2NC(=O)c2oc3ccc(F)cc3c2C)cc1OC` in the list: -16	-0.6	0.3	92	-1	-2	-1	5	0	-24
`COc1cc(/C=C/C(=O)OCN2C(=O)c3ccccc3C2=O)ccc1OC(F)F` in the list: -5	-0.5	-1.2	105	1	5	6	2	6	3
`Cc1c(C(=O)OCC(C)C)[nH]c2c1C(=O)CC(c1cccs1)C2` (stereo not drawn) in the list: -7	-1.1	5.9	x	-22	-31	1	-5	1	9
